Screening results (PubChem)
PP5 primary = inhibitors of human protein phosphatase 5 (PP5); purified PP5c, OMFP substrate fluorescence; inhibition, % at 6.7 µM; 0.18% of 320,000 active; AID 1987;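 active means inhibition above the campaign's mean inhibition across all tested compounds plus 3 SD, cut at about 9.5% in these data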;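 further: 0% = DMSO only and 100% = 100 µM cantharidin control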
CTSL1 counter = cathepsin L1 inhibition, PFM18AAP counter-screen. recombinant F. hepatica cathepsin L1, Z-Leu-Arg-MCA fluorescence. inhibition, % at 5.96 µM. 0.49% of 300,000 active. AID 1906;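 active means inhibition above the mean of all tested compounds plus 3 SD, set per screening campaign, cut at about 17% in these data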;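 further: 0% = plate median of test compound wells and 100% = 1 µM Z-Phe-Ala-diazomethylketone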
JMJD2C inh = blocks human GASC-1 demethylase activity. 0.069% of 330,000 active. GST-JMJD2C(1-420) H3K9me3 demethylation, DELFIA europium. Q9H3R0. inhibition, % at 2.35 µM;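 active means more than half of a compound's replicate wells show inhibition beyond 50%, single wells judged on their own value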;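 further: signal counts dimethyl H3K9 product captured on neutravidin plate; 0% = median of DMSO wells and 100% = 0.3 times that DMSO median; strong numbers were not always called active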
proCasp7 act = counter-screen: procaspase-7 (human) activation. P55210. recombinant procaspase-7, Ac-DEVD-pNA absorbance 405 nm; D23A/D198A/D206A triple mutant, cannot self-cleave; scale: DMSO 0, 5 µM enzyme 100. activation, % at 8.5 µM. 0.093% of 330,000 active. AID 463210;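 active means percent activation above the screen-wide mean plus 3 SD, cut at about 25% in these data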
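buffer or medium = Zinc-free HEPES/NaCl buffer, pH 7.4 | material = Procaspase-7 triple mutant (PC-7 D3A) | input = 2 µM procaspase-7 mutant as dispensed | signal = Epi-absorbance of released pNA at 405 nm, two timepoints | timing = 1 h preincubation, 2 h reaction | replicates = singlicate compound testing | evaluation = % activation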
GRK2 aptamer HTS = blocks RNA aptamer binding to human GRK2; bead flow cytometry, FAM-aptamer displacement from GRK2; inhibition of aptamer binding, % at 10 µM; 0.59% of 330,000 active; AID 488847;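 active means inhibition of aptamer binding above 40%, roughly 3 SD of noise, on plates passing a quality check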;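 further: median bead fluorescence of bound FAM aptamer so fluorescent compounds give negative values; no value below 0 was filed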
Target sequence (P25098 whole entry, looked up): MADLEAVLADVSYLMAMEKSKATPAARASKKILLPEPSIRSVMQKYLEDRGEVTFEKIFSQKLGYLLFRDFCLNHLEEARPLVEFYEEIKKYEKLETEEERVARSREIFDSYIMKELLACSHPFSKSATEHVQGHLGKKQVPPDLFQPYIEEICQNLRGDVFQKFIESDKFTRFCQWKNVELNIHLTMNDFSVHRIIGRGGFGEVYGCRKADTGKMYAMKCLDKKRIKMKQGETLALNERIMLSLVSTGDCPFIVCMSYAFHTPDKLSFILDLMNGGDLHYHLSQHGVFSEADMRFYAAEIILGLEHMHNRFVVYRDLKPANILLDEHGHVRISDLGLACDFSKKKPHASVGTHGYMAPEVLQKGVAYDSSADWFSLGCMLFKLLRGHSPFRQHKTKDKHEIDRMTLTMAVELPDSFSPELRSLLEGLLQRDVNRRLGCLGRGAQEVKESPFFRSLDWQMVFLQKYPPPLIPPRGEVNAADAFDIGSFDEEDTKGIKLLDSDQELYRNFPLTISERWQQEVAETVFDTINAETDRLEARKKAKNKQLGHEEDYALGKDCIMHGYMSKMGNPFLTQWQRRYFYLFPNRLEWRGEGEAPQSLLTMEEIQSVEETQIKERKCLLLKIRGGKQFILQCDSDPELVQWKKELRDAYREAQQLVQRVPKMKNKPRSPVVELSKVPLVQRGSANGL
PP1 inh = blocks human PP1-alpha phosphatase, a PP5 counter-screen. purified PP1alpha, OMFP fluorescence. P62136. AID 2235. inhibition, % at 6.7 µM. 0.9% of 320,000 active;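 active means inhibition above the mean inhibition of all tested compounds plus 3 SD, computed separately for each screening campaign, cut at about 15% in these data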
core dimer inh = HCV core protein dimerization inhibition; TR-FRET GST/Flag-core106 dimerization, 1536-well; inhibition, % at 5 µM; AID 1899; 0.33% of 300,000 active;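 active means inhibition above the mean of all tested compounds plus 3 SD, set per screening campaign, cut at about 45% in these data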
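Material: Tagged HCV core106 pair (GST and Flag) | Amount: GST-core106 13.5 nM, Flag-core106 17 nM | Medium: KF-containing HEPES buffer, pH 7.45, DTT, CHAPS, BSA | Reagent: Eu donor and XL665 acceptor anti-tag antibodies | Schedule: 4 h at 22.5 °C | Technique: Time-resolved FRET, ex 340 nm, em 617 and 671 nm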
VLA-4 inh = inhibition in a human VLA-4 binding assay | P13612 | VLA-4 expressing cells, ligand binding flow cytometry | inhibition, % (about 7 µM as worked out from the volumes in the protocol) | 0.2% of 330,000 active; in the data active means inhibition above about 50%
proCasp3 act = activates human procaspase-3; P42574; recombinant procaspase-3 D3A, Ac-DEVD-pNA absorbance 405 nm; activation, % at 8.5 µM; 0.11% of 330,000 active;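 active means activation above the mean of all tested compounds plus 3 SD, cut at about 21% in these data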;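 further: 0% = DMSO alone and 100% = DMSO wells spiked with extra 5 µM PC-3 D3A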
Target sequence (P42574 whole entry D9A/D28A/D175A): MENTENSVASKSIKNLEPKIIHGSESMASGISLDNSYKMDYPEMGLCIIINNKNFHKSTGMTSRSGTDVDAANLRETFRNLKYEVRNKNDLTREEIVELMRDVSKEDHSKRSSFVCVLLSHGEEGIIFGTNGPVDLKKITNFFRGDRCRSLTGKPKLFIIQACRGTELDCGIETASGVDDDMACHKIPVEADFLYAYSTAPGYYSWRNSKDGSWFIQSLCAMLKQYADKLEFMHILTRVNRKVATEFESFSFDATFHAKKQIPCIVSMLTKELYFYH
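Test system: Procaspase-3 D3A mutant; medium: Zinc-free HEPES/NaCl buffer with 0.01% Triton X-100 at pH 7.4; reagent: DEVD-pNA substrate; doses: one concentration, 8.5 µM nominal, 0.8% DMSO; times: 1 h preincubation plus 2 h reaction at 25 °C; signal: Epi-absorbance at 405 nm of released p-nitroaniline, 0 and 120 min; replicates: singlicate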
Active calls of the source: *; . = not tested or not shown; & = joins results of further samples.

cpd | Structure | JMJD2C inh | GRK2 aptamer HTS | CTSL1 counter | core dimer inh | PP1 inh | proCasp7 act | PP5 primary | proCasp3 act | VLA-4 inh
1 | CCCn1nc(NC(=O)c2cccs2)c2cc3cccc(C)c3nc21 | -7 | 0 | 0 | -4 | -2 | -19 | 4.0 | -7 | 5
2 | CN(C)S(=O)(=O)c1cc(NC(=O)[C@H](Cc2ccccc2)N2C(=O)c3ccccc3C2=O)ccc1Cl | -3 | 0 | 3 | 12 | 3 | 2 | 3.8 | -1 | 15
3 | Nc1nnc(CSc2ccc(Cl)cc2)s1 | 4 | 0 | -1 | -10 | 4 | 6 | -0.4 | -7 | 10
4 | CCOC(=O)CCc1c(C)c(C#N)c2nc3ccccc3n2c1-n1cnc2ccccc21 | 6 | 2 | -2 | 0 | -3 | -3 | 1.8 | 0 | -1
5 | Cc1ccc2nc(NC(=O)c3cccs3)sc2c1 | 2 | 0 | 1 | 0 | 3 | -9 | 3.9 | 3 | 1
6 | CCOc1cc(/C=N/O)ccc1OCc1ccc(F)cc1 | 3 | 2 | -1 | -3 | 5 | -4 | 4.9 | -8 | 0
7 | CC(Oc1ccc(Cl)cc1)C(=O)NNC(=S)NC(=O)c1ccco1 (configuration not stated) | 0 | 5 | 1 | -3 | 2 | -11 | -0.8 | -12 | 2
8 | COC1C(C)=C(C)C(=O)N1Cc1ccccc1 (configuration not stated) | 3 | 0 | 4 | 11 | -2 | 2 | 0.2 | 4 | 5
9 | Cc1ccc(CC2C(=O)N(c3ccc(F)cc3)C(=O)C2C)cc1 (configuration not stated) | -3 | . | 1 | -2 | -1 | 11 | 1.9 | 6 | 1
10 | O=C(c1cccc(S(=O)(=O)N2CCCc3ccccc32)c1)N1CCN(c2ccccc2)CC1 | -1 | 1 | . | . | . | 1 | . | 5 | -4
11 | COC(=O)c1ccc(Nc2cc(C)nc3ncnn23)cc1 | -9 | 0 | -1 | -3 | -1 | -4 | -1.3 | -1 | 11
12 | O=C(/C=C/c1cccs1)N1CCCCC1 | 9 | 2 | 3 | -1 | -2 | 2 | -1.9 | -2 | 2
13 | Cc1ccc(S(=O)(=O)c2nc(S(C)(=O)=O)sc2NCc2ccc3c(c2)OCO3)cc1 | -3 | 0 | -3 | -2 | 5 | 3 | 3.7 | 1 | 13
14 | O=C(Nc1ccccc1C(=O)O)c1ccc(NC(=O)C2CCCCC2)cc1 | 6 | 7 | -1 | 9 | 2 | -3 | 0.7 | 5 | 15
15 | Cc1cc(C)nc(SCC(=O)Nc2ccc3c(c2)OCO3)n1 | -12 | 2 | -4 | -8 | 3 | -3 | 0.9 | -4 | -14
16 | c1ccc(C[C@H]2CNCCN2CCc2cccc3ccccc23)cc1 | -13 | 0 | 3 | -50 | 1 | -7 | 0.3 | -5 | 35

Some of these compounds in order of formula weight, smallest number first:
cpd | Structure | JMJD2C inh | GRK2 aptamer HTS | CTSL1 counter | core dimer inh | PP1 inh | proCasp7 act | PP5 primary | proCasp3 act | VLA-4 inh
12 | O=C(/C=C/c1cccs1)N1CCCCC1 | 9 | 2 | 3 | -1 | -2 | 2 | -1.9 | -2 | 2
11 | COC(=O)c1ccc(Nc2cc(C)nc3ncnn23)cc1 | -9 | 0 | -1 | -3 | -1 | -4 | -1.3 | -1 | 11
16 | c1ccc(C[C@H]2CNCCN2CCc2cccc3ccccc23)cc1 | -13 | 0 | 3 | -50 | 1 | -7 | 0.3 | -5 | 35
14 | O=C(Nc1ccccc1C(=O)O)c1ccc(NC(=O)C2CCCCC2)cc1 | 6 | 7 | -1 | 9 | 2 | -3 | 0.7 | 5 | 15
10 | O=C(c1cccc(S(=O)(=O)N2CCCc3ccccc32)c1)N1CCN(c2ccccc2)CC1 | -1 | 1 | . | . | . | 1 | . | 5 | -4
13 | Cc1ccc(S(=O)(=O)c2nc(S(C)(=O)=O)sc2NCc2ccc3c(c2)OCO3)cc1 | -3 | 0 | -3 | -2 | 5 | 3 | 3.7 | 1 | 13

More records.
cpd | Structure | JMJD2C inh | GRK2 aptamer HTS | CTSL1 counter | core dimer inh | PP1 inh | proCasp7 act | PP5 primary | proCasp3 act | VLA-4 inh
17 | Cc1ccc2cc(CCNC(=O)C(C)C)c(=O)[nH]c2c1 | 11 | 2 | -2 | -4 | 1 | 7 | 0.0 | 6 | 22
18 | COc1cc(/C=C/c2noc(-c3ccccc3O)n2)cc(OC)c1OC | -6 | 0 | 0 | 4 | 3 | -1 | 2.6 | 6 | 42
19 | Cn1c(SCc2ccccc2[N+](=O)[O-])nnc1-c1cccnc1 | -5 | 0 | -2 | 2 | -4 | 5 | -1.6 | -3 | 4
20 | CC1(C)NC(=O)N(CCCCOc2ccc3ccccc3c2Cl)C1=O | -4 | 0 | 2 | -7 | 1 | 3 | -1.4 | 2 | -2
21 | CCc1nnc(NC(=O)CSc2nc(-c3ccccc3)cc(-c3ccc(OC)cc3)c2C#N)s1 | -8 | 2 | -2 | -1 | 0 | 12 | 0.4 | 0 | 20
22 | CC(=O)N1CCN(c2ccc(NCc3ccco3)cc2)CC1 | 10 | 4 | . | . | -1 | -22 | -1.2 | -5 | 13
23 | COc1ccc(OCC(O)CNC(=O)Nc2ccc(Cl)cc2)cc1 (configuration not stated) | -4 | 1 | 3 | -5 | 6 | 1 | 4.6 | 7 | 7
24 | CSc1nsc(SCC(=O)Nc2ccc(C(N)=O)cc2)n1 | -9 | 0 | 0 | -11 | 2 | 5 | 1.2 | 4 | 3
25 | C=CCN(C(=O)CNC(=O)c1ccco1)C(C(=O)NC1CCCCC1)c1cccnc1 (configuration not stated) | 4 | 0 | -6 | 11 | -3 | 6 | 2.1 | 9 | 11
26 | CCCn1c2ccccc2c2cnn(CC(=O)N3CCN(C4CCCCC4)CC3)c(=O)c21 | 0 | 4 | -2 | 16 | -2 | 3 | 0.3 | 2 | 1
27 | CCOc1cccc2c1OC1(C)CC2NC(=O)N1c1cccc(C(=O)NCc2ccccn2)c1 (configuration not stated) | -3 | 6 | -3 | -6 | 1 | -12 | 2.1 | 9 | -3
28 | NNC(=O)c1[nH]c2ccc([N+](=O)[O-])cc2c1-c1ccccc1 | 4 | 1 | 4 | 11 | 6 | -5 | 1.7 | 12 | -78
29 | CC(C)C(NS(=O)(=O)c1cccc2nsnc12)C(=O)NC1CCCCC1C (configuration not stated) | -11 | 0 | 2 | -2 | -1 | -3 | 0.1 | -5 | 0
30 | CC1Cc2ccccc2N1C(=O)CSc1nnc(-c2ccc(S(=O)(=O)N3CCCC3)cc2)o1 (configuration not stated) | -12&-5 | 0 | 1 | 2 | -1 | 0 | -0.5 | -8 | -3
31 | COCCNC(=O)C1CCC(CNS(=O)(=O)c2cccc3nsnc23)CC1 (configuration not stated) | -10 | 0 | 7 | 4 | -4 | -2 | -1.4 | 2 | 11
32 | COc1ccc([N+](=O)[O-])cc1N(CC(=O)NCCSc1ccccc1)S(C)(=O)=O | 28 | 0 | -3 | 0 | -4 | 1 | 1.1 | 0 | 10
33 | CCOc1cccc(NC(=O)C2CC(=O)N(C)C(=Nc3cccc(F)c3)S2)c1 (configuration not stated) | 8 | 0 | 5 | 2 | 2 | 6 | 4.7 | 0 | 3
34 | CCc1ccc(/C=C2/C(=O)N(CC)C(=S)N2C)s1 | -19 | 0 | 0 | 1 | -4 | -1 | 0.4 | -5 | 21
35 | O=C(Nc1ccc(N2CCN(C(=O)c3ccc(Cl)cc3)CC2)cc1)c1cccs1 | -5 | 0 | -4 | 4 | -2 | 5 | 3.6 | -1 | -5
36 | COc1cccc(N(C(=O)c2ccco2)C(C(=O)NC2CCCC2)c2cccnc2)c1 (configuration not stated) | . | 0 | 5 | 1 | 2 | -2 | 1.6 | 2 | 6
37 | Cc1sc(NC(=O)CSc2nnc(-c3ccccc3)o2)c(C#N)c1C | 1 | 0 | 2 | 11 | 0 | 9 | -0.7 | -1 | 14
38 | O=c1/c(=C\c2ccc(O)cc2)sc2n1C(c1ccccc1)C(c1ccccc1)=NN=2 (configuration not stated) | 22 | 3 | 0 | 35 | -1 | -17 | 1.5 | -7 | -86
39 | CSc1ccc(C(=O)C2CCCN(C(=O)c3ccsc3)C2)cc1 (configuration not stated) | 15 | 0 | 2 | 5 | -1 | 3 | -0.6 | 1 | -4
40 | O=C(NN=C1CCCC1)C(=O)Nc1cccc(C(F)(F)F)c1 | -4 | 2 | -3 | 0 | 2 | 2 | 3.0 | -4 | 26
41 | Cc1ccc(C)c(N(C(=O)CCC(=O)Nc2cc(C)on2)C(C(=O)NC2CCCC2)c2ccco2)c1 (configuration not stated) | 1 | 0 | 0 | 7 | -3 | 9 | 0.4 | -3 | 15
42 | Nc1cc(-c2ccc(Cl)cc2)nn1S(=O)(=O)c1cccc2nsnc12 | 17 | 0 | -6 | 10 | 2 | 5 | 3.8 | -2 | 37
43 | COc1ccc(S(=O)(=O)N(C)CC(=O)NCc2ccco2)cc1Cl | -2 | 0 | 1 | 11 | -3 | 5 | 0.6 | 6 | 14
44 | O=C(Nc1cccc(-c2ccccc2)c1)N1CCN(C(=O)Nc2cccc(-c3ccccc3)c2)CC1 | 9 | 0 | 3 | 4 | -5 | -4 | 0.9 | 2 | 2
45 | Cc1cc(Cl)c(OCCCCNC(C)(C)C)c(Br)c1 | -18 | 0 | -5 | -13 | 3 | -10 | -1.4 | 3 | 4
46 | CCNS(=O)(=O)c1ccc2c3c(cccc13)C(=O)N2 | -6 | 3 | 1 | 1 | 1 | 5 | -0.5 | -8 | -6
47 | CC12CCC(=O)N1C(C(=O)NCCN1C(=O)S/C(=C\c3ccccc3F)C1=O)CS2 (configuration not stated) | 8 | 1 | 4 | 3 | -2 | -1 | 0.9 | 2 | 5
48 | Cc1cc(NC(=O)c2cc([N+](=O)[O-])cc([N+](=O)[O-])c2)n(-c2ccccc2)n1 | -56 | 0 | -6 | 1 | -3 | -5 | 1.6 | 1 | -3

Numbers 41–45, reprinted for reference:
cpd | Structure | JMJD2C inh | GRK2 aptamer HTS | CTSL1 counter | core dimer inh | PP1 inh | proCasp7 act | PP5 primary | proCasp3 act | VLA-4 inh
41 | Cc1ccc(C)c(N(C(=O)CCC(=O)Nc2cc(C)on2)C(C(=O)NC2CCCC2)c2ccco2)c1 (configuration not stated) | 1 | 0 | 0 | 7 | -3 | 9 | 0.4 | -3 | 15
42 | Nc1cc(-c2ccc(Cl)cc2)nn1S(=O)(=O)c1cccc2nsnc12 | 17 | 0 | -6 | 10 | 2 | 5 | 3.8 | -2 | 37
43 | COc1ccc(S(=O)(=O)N(C)CC(=O)NCc2ccco2)cc1Cl | -2 | 0 | 1 | 11 | -3 | 5 | 0.6 | 6 | 14
44 | O=C(Nc1cccc(-c2ccccc2)c1)N1CCN(C(=O)Nc2cccc(-c3ccccc3)c2)CC1 | 9 | 0 | 3 | 4 | -5 | -4 | 0.9 | 2 | 2
45 | Cc1cc(Cl)c(OCCCCNC(C)(C)C)c(Br)c1 | -18 | 0 | -5 | -13 | 3 | -10 | -1.4 | 3 | 4
